Assay outcomes: PubChem BioAssay, National Center for Advancing Translational Sciences (NCATS)
Vif-A3G inh – qHTS for Inhibitors of Vif-A3G Interactions: qHTS; DNA dC->dU-editing enzyme APOBEC-3G (Homo sapiens), Q9HC16; HeLa A3G-eYFP + Vif (tagged APOBEC3G with the HIV-1 protein that degrades it), YFP fluorescence, overnight; Potency, µM (top dose mostly 46.1 µM), for inactives: top-dose activity, negative = active, actives largely listed as inhibitors; hit rate 0.076% among 410,000;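 also: potency is read from the fitted curve at half-maximal effect; % is scaled to controls: 0 for no effect and ±100 for the full control effect; nearly all actives have a fitted effect of over 60% in size; hits raise eYFP signal because A3G escapes Vif-driven loss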
Target sequence (Q9HC16 whole entry, looked up): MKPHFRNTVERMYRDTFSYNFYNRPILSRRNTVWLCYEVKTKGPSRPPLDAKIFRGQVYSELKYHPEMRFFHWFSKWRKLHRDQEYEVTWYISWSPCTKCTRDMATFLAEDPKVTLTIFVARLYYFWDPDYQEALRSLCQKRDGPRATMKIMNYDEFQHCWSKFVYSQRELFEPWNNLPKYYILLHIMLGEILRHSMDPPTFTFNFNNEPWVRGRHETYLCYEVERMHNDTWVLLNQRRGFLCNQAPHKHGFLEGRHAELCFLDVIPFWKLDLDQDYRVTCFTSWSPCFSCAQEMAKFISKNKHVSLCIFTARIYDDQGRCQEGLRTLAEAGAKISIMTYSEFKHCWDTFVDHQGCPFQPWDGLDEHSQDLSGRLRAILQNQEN
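Read-out is eYFP fluorescence (Ex 488/Em 500-530) from Vif-expressing HeLa A3G-eYFP cells; more signal means A3G escaped Vif-mediated degradation. Cells plated overnight, compound pinned in, incubated overnight at 37 deg C.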
D1 agonist – Allosteric Agonists of the Human D1 Dopamine Receptor: qHTS; AID 504660, 2011; activation, % at 2 µM; hit rate 1% among 360,000; HEK293 T-REx D1 cells, calcium flux, agonist mode; in the data active = activation above about 30%; also: 0% is about no effect
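Tetracycline-induced HEK293 TREx D1 cells, force-coupled to calcium signalling, were dye-loaded with a no-wash calcium kit. Compound was pin-added after a 10 s baseline. Fluorescence was read kinetically at 1 cycle/s for 180 s, with calcium rises flagged as agonism.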
D1 antag – Antagonist of Human D 1 Dopamine Receptor: qHTS | D(1A) dopamine receptor (Homo sapiens), P21728 | HEK293 TREx D1 cells, calcium flux, dopamine EC80; hits give low values | activity change, negative = inhibition, % at 10 µM | hit rate 3.2% among 360,000; in the data active = activity change below about -30%; also: % is scaled to controls: 0 for no effect and ±100 for the full control effect
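HEK293 T-REx cells expressing inducible, force-coupled D1 receptor; no-wash Ca dye, 30–90 min RT. Cmpd → 180 s read at 1 Hz → EC80 DA → 180 s read.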
D2 potentiator – HTS Assay for Positive Allosteric Modulators of the Human D2 Dopamine Receptor: Primary Screen for Potentiators; D(2) dopamine receptor (Homo sapiens), P14416; HEK293 T-REx D2, calcium flux, EC20 dopamine potentiation; potentiation, % at 10 µM; hit rate 0.34% among 340,000; AID 485347, 2010;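 active = potentiation over 3 SD above the plate norm, cut at about 30% in these data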; also: 0% is about no effect
Target sequence (P14416 whole entry, looked up): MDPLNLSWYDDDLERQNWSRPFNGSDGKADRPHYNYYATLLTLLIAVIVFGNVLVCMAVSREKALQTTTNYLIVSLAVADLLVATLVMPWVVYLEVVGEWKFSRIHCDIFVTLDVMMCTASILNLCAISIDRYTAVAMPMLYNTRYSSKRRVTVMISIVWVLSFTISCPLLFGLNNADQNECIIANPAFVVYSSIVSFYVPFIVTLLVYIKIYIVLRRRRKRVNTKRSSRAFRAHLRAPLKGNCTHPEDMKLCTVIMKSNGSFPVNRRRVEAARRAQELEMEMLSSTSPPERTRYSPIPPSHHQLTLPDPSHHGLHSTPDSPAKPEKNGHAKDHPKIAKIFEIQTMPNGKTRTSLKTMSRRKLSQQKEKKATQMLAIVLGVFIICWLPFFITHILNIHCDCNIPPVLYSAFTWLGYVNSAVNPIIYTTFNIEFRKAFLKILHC
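Tetracycline-induced HEK293 T-REx cells force-coupled to calcium signalling expressed D2; compounds were pin-added after a 10 s baseline, read kinetically 180 s, then an EC20 dopamine challenge followed with a further 180 s calcium read.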
RXFP1 ag – qHTS Assay for Agonists of the Relaxin Receptor RXFP1; Relaxin receptor 1 (Homo sapiens), Q9HBX9; HEK293T-RXFP1 cAMP TR-FRET, 30 min; response scale: percent of porcine relaxin response, buffer zero; Potency, µM (highest dose often 57.5 µM), for inactives: at the highest dose activation, actives largely listed as activators; hit rate 0.3% among 370,000; also: potency is read from the fitted curve at half-maximal effect; % is scaled to controls: 0 for no effect and ±100 for the full control effect; nearly all actives have a fitted effect of over 60% in size; many of its hits are not listed in these tables
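HEK293 cells stably expressing RXFP1, treated 30 min at 37C with compounds plus PDE4 inhibitor Ro 20174; cAMP measured by HTRF TR-FRET. Normalized to buffer and 29 nM porcine relaxin; EC50 by Hill fit.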
D1 potentiator – Potentiators of Human D1 Dopamine Receptor: qHTS. AID 504651, 2011. hit rate 0.036% among 360,000. D(1A) dopamine receptor (Homo sapiens), P21728. potentiation, % at 10 µM. HEK293 TREx D1 cells, calcium flux, dopamine EC20 potentiation; in the data active = potentiation above about 30%; also: 0% is about no effect
GRP78 ERSR act – qHTS for Inducers of the Endoplasmic Reticulum Stress Response (ERSR) in Human Glioma: qHTS | U87-MG GRP78 promoter luciferase reporter, 16 h | Potency, µM, without a hit: at the top dose activation, most hits filed as activators | hit rate 0.02% among 420,000; also: potency is read from the fitted curve at half-maximal effect; series mostly up to about 76 µM; % of control where 0% means no effect; nearly all actives have a fitted effect of over 35% in size
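ERSR induction read as luciferase luminescence (Bright-Glo, 10 min at room temperature) in stably transfected human U87-MG glioma cells exposed to compounds for 16 h, using GRP78 as sensor.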
Vif-APOBEC3F blk – qHTS for Inhibitors of Vif-A3F Interactions: qHTS | HeLa A3F-eYFP + Vif (tagged APOBEC3F with the HIV-1 protein that degrades it), YFP fluorescence increase | Potency, µM (highest dose often 46.1 µM), inactives show top-dose activity, negative = active | hit rate 0.2% among 390,000 | AID 602313, 2012; also: potency is read from the fitted curve at half-maximal effect; % of control where 0% means no effect; nearly all actives have a fitted effect of over 65% in size
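Fluorescence increase (Ex 488/Em 500-530) after overnight compound treatment at 37 deg C flags inhibition of Vif-driven A3F-eYFP loss in stable HeLa A3F-eYFP/Vif cells seeded overnight beforehand.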
RXFP1 antagonist – qHTS Assay for Antagonists of the Relaxin Receptor RXFP1; hit rate 0.59% among 350,000; AID 1259400, 2018; activity change, negative = inhibition, % at 57.5 µM; HEK293-RXFP1, relaxin-stimulated cAMP HTRF, 30 min; hits give low values; Relaxin receptor 1 (Homo sapiens), Q9HBX9;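 active = activity change of -60% or lower, but not beyond a set lower limit; inconclusive = change between -60% and -40%, or beyond the set limit; inactive = change above -40%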; also: % is scaled to controls: 0 for no effect and ±100 for the full control effect
* marks the source's active call; other numbers are inactive results; ? = inconclusive; . = no result given; & = joins results of further samples. Unless noted, calls follow the shape of the dose curve; as a rule, active = well fitted curve in the direction sought with a large enough effect; inconclusive = small, poorly fitted or top-dose-only effect, or another doubt; inactive = no such curve, though single readings can be large; an effect the other way counts as inactive or inconclusive. Only part of the results is shown; count on the stated rates, not on these rows.

SMILES | Vif-A3G inh | D1 agonist | D1 antag | D2 potentiator | RXFP1 ag | D1 potentiator | GRP78 ERSR act | Vif-APOBEC3F blk | RXFP1 antagonist
COc1cc2c(cc1OC)C(C)N(C(=O)c1cc3c(C)cc(C)cc3[nH]1)CC2 (stereo not drawn) | -20% | 1 | -5 | -14 | 2.6% | 0 | -1% | -2% | ?
O=C1Nc2cc(C(F)(F)F)ccc2N2CCCCC12 (stereo not drawn) | 2% | 2 | -6 | . | 1.5% | -1 | -4% | 18% | -15
COc1ccccc1NC(=O)CC1SC(=N)N(c2ccccc2)C1=O (stereo not drawn) | -7% | 3 | 1 | -11 | 0.7% | 0 | 1% | 3% | 7
Cc1cc(NC(=O)CSc2nc3cc4c(cc3c(=O)n2CCc2ccccc2)OCO4)no1 | 0% | 0 | 21 | -10 | 1.7% | 1 | -1% | 15% | -9
CN(C)c1ccc(/C=N/N2CCN(c3ccccn3)CC2)cc1 | 0% | 10 | 24 | -23 | 3.3% | 0 | 5% | -16% | -7
O=C(CO/N=C/c1c(Cl)cccc1Cl)NNC(=O)c1cccc(Cl)c1 | 2% | 2 | -3 | -4 | -3.0% | -2 | -3% | 4% | -5
O=C(CSc1nnnn1C1CCCCC1)N1CCc2ccccc21 | 0% | 0 | 3 | -5 | -0.5% | -6 | 4% | 0% | -8
CCOc1ccc(OCCN(C)Cc2ccccc2)cc1 | 0% | 0 | 0 | -5 | 2.1% | 0 | 3% | 4% | -1
COCCn1c(C)cc(C(=O)CSc2nc3ccccc3o2)c1C | 5% | 7 | -23 | -10 | -0.6% | -6 | -13% | 2% | -7
COc1ccc(-n2nc(C(=O)NCC(=O)NCCCN3CCN(C)CC3)c3ccccc3c2=O)cc1 | 1% | 3 | -1 | 14 | 2.4% | -13 | -4% | -4% | 1
CC(=O)c1ccc(N2CCN(c3ncnc4c3cnn4C)CC2)cc1 | -1% | 9 | -6 | -6 | 13% | -2 | 11% | 2% | -10
CC(=O)OC(C)C[N+](C)(C)C (stereo not drawn) | -6% | 30 | 23 | -5 | 4.6% | 3 | -2%&-2%&-4% | 3% | -16
O=S(=O)(/N=C/c1c(O)ccc2ccccc12)c1ccccc1 | -3% | 7 | 5 | 4 | 1.1% | -1 | -9% | 8% | -10
Nc1nc(Nc2cccc(F)c2)nc(N2CCOCC2)c1[N+](=O)[O-] | -5% | 1 | 1 | -12 | 0.9% | -1 | 2% | 1% | -7
Cc1ccc(S(=O)(=O)C(F)(F)F)cc1NC(=O)c1cccnc1 | -2% | 1 | -4 | -9 | 0.8% | -5 | -6% | -5% | -2
COc1ccc(OC(=O)c2cccc(S(=O)(=O)N3CCCC3)c2)cc1 | 5% | 22 | -13 | 0 | 3.6% | -4 | -3% | -9% | -12
Cc1csc(CN(C)C(=O)CC2C(=O)NCCN2Cc2ccc(F)c(F)c2)n1 (stereo not drawn) | -1% | 3 | -10 | 12 | -1.7% | 3 | 1% | -8% | 1
COc1cc(CCC(=O)OCC(=O)NC(=O)c2ccc(Cl)cc2)cc(OC)c1OC | -7% | 19 | -13 | 4 | -3.6% | -3 | 1% | 3% | -9
Cc1ccc(SCCCCN2CCOCC2)cc1 | -1% | 0 | 6 | -2 | 1.2% | -4 | 5% | 7% | 1
O=C(CSCc1cnn(-c2ccccc2)c1-n1cccc1)NCc1ccccn1 | 0% | 4 | 8 | 9 | -0.3% | 5 | -3% | -23% | -10
Cc1oc(-c2cccs2)[n+]([O-])c1C | 0% | 2 | 3 | -5 | -2.6% | 1 | 0% | 0% | 4
COc1cc2c(cc1OC)CN(C(=O)c1nn(Cc3ccccc3)c(=O)c3ccccc13)CC2 | -3% | 3 | -14 | 17 | 1.3% | -11 | -4% | 5% | 7
CCOC(=O)c1[nH]c(C)c(CCC(=O)OC)c1C | -1% | 3 | -26 | -1 | 1.2% | -2 | -4% | 6% | -9
COC(=O)c1cc2occc2n1CC(=O)Nc1ccc(OC)c(OC)c1OC | 0% | 1 | 1 | . | 2.9% | 0 | -3% | 5% | 17
O=C(N/N=C/c1cn(-c2ccccc2)nc1-c1ccc(F)cc1)c1ccc(Br)o1 | -1% | 5 | 4 | 4 | -0.7% | -1 | 1% | . | 1
CC1(C)Cc2c(c(N3CCCC3)nc3sc(C(=O)Nc4ccccc4)c(N)c23)CO1 | 2% | 1 | -9 | 9 | 19% | 6 | ? | 2% | 3
O=C(Nc1ccccc1F)C1C2C=CC3(O2)C1C(=O)N(c1cccnc1)C3C(=O)NC1CCCCC1 (stereo not drawn) | -4% | 2 | 11 | -6 | 0.0% | 0 | -3% | . | -10
CC1(C)C(=O)Nc2ccccc2N1C(=O)COc1ccc(C#N)cc1 | -8% | . | . | . | . | . | 0% | 7% | -2
O=C(COC(=O)[C@@H]1CCCN1S(=O)(=O)c1ccccc1F)Nc1ccc(OC(F)F)cc1 | -7% | 4 | 0 | -2 | 0.8% | -2 | -4% | -7% | 8
CCCn1c2ccccc2c2cnn(CC(=O)NC3CCCCC3C)c(=O)c21 (stereo not drawn) | 1% | 1 | 3 | -2 | 13% | -6 | -6% | 5% | -5

Nine of the compounds above, with values under each structure.
Below each compound: Vif-A3G inh, D1 agonist, D1 antag, D2 potentiator, RXFP1 ag, D1 potentiator, GRP78 ERSR act, Vif-APOBEC3F blk, RXFP1 antagonist
COc1ccc(OC(=O)c2cccc(S(=O)(=O)N3CCCC3)c2)cc1
    5%, 22, -13, 0, 3.6%, -4, -3%, -9%, -12
Cc1csc(CN(C)C(=O)CC2C(=O)NCCN2Cc2ccc(F)c(F)c2)n1 (stereo not drawn)
    -1%, 3, -10, 12, -1.7%, 3, 1%, -8%, 1
COc1cc(CCC(=O)OCC(=O)NC(=O)c2ccc(Cl)cc2)cc(OC)c1OC
    -7%, 19, -13, 4, -3.6%, -3, 1%, 3%, -9
Cc1ccc(SCCCCN2CCOCC2)cc1
    -1%, 0, 6, -2, 1.2%, -4, 5%, 7%, 1
O=C(CSCc1cnn(-c2ccccc2)c1-n1cccc1)NCc1ccccn1
    0%, 4, 8, 9, -0.3%, 5, -3%, -23%, -10
Cc1oc(-c2cccs2)[n+]([O-])c1C
    0%, 2, 3, -5, -2.6%, 1, 0%, 0%, 4
COc1cc2c(cc1OC)CN(C(=O)c1nn(Cc3ccccc3)c(=O)c3ccccc13)CC2
    -3%, 3, -14, 17, 1.3%, -11, -4%, 5%, 7
CCOC(=O)c1[nH]c(C)c(CCC(=O)OC)c1C
    -1%, 3, -26, -1, 1.2%, -2, -4%, 6%, -9
COC(=O)c1cc2occc2n1CC(=O)Nc1ccc(OC)c(OC)c1OC
    0%, 1, 1, ., 2.9%, 0, -3%, 5%, 17

(further entries)
SMILES | Vif-A3G inh | D1 agonist | D1 antag | D2 potentiator | RXFP1 ag | D1 potentiator | GRP78 ERSR act | Vif-APOBEC3F blk | RXFP1 antagonist
CN(C)CCNC(=O)Nc1cccc(Cl)c1Cl | 4% | 1 | -5 | -13 | 0.3% | -4 | -1% | 4% | -2
Cc1cc(C)c(NS(=O)(=O)c2ccc3c(c2)NC(=O)CC(=O)N3)c(C)c1 | -3% | 2 | 1 | . | -0.3% | 1 | -6% | 0% | -1
O=C1CCN(c2ncccc2[N+](=O)[O-])CC1 | 0% | 2 | 19 | 24 | -0.2% | -2 | -1% | ? | 2
CCC(C)NC(=O)C1CCN(CCCc2ccccc2)CC1 (stereo not drawn) | -6% | 0 | -10 | -18 | 0.8% | -1 | -3% | -5% | -1
CCOc1cc(S(=O)(=O)n2c(C)nc3ccccc32)ccc1F | ? | 3 | -25 | 1 | 0.9% | -2 | -6% | 2% | -5
Cc1oc(C(C)(C)C)cc1C(=O)Nc1cccc(/C=C\C(=O)O)c1 | 0% | 1 | -7 | -2 | 0.6% | -5 | 2% | -4% | -21
CCC1=NN(C(=O)COc2ccccc2)C(O)(c2ccc(Br)cc2)C1 (stereo not drawn) | -13% | 27 | 1 | 6 | 1.2% | -4 | 1% | 7% | -12
CC(C)C(=O)Nc1cccc(-c2cn3ccccc3n2)c1 | 1% | 1 | 1 | 7 | 5.2% | -2 | -1% | 5% | 12
O=C(CSc1nnc(Cn2cnc3ccccc32)o1)c1ccccc1 | ? | 18 | 9 | . | 0.8% | -7 | 7% | -11% | -10
CCC(C)NC(=O)C1CCC(CNS(=O)(=O)c2ccc(Cl)cc2)CC1 (stereo not drawn) | 4% | 5 | 18 | -12 | -0.5% | 1 | 1% | 5% | 8
O=C(COc1ccc(C(=O)NCC2CCCO2)cc1)Nc1cccc(C(F)(F)F)c1 (stereo not drawn) | 1% | 3 | -9 | 0 | -0.6% | 1 | -2% | 8% | 9
CCCS(=O)(=O)N1CCc2ccc(NC(=O)C3CCCO3)cc2C1 (stereo not drawn) | 1% | 4 | 5 | 5 | 2.1% | 0 | -2% | -1% | -10
O=[N+]([O-])c1ccc(Oc2ccc(-c3cnc4ccccc4n3)cc2[N+](=O)[O-])cc1 | -5% | 1 | -1 | -12 | 6.8% | -1 | 1% | 2% | -17
COc1ccc(C#Cc2cnc3c(c2)C(=O)N([C@@H](C)CO)C[C@@H](C)[C@@H](CN(C)CC2CCOCC2)O3)cc1 | -6% | . | . | . | . | . | -4% | 4% | 4
